Screens deposited in PubChem by several laboratories.
Mac1 fbg enh: enhancers of human CD11b/CD18 binding to fibrinogen; K562 CD11b/CD18 adhesion to fibrinogen, ATPlite luminescence; activation, % at 10 µM; 0.07% of 93,000 active; AID 1499;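 active means 10 µM primary screen giving 50% or more activity, confirmed by 40% or more on retest at that dose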; further: strong numbers were not always called active; reference of the scale not given here
ERa SRC1 inh: blocks coactivator binding to human estrogen receptor alpha. P03372. TR-FRET ER-alpha LBD / SRC-1 peptide, estradiol-bound. inhibition, % at 25.6 µM. 1.7% of 86,000 active; in the data active means inhibition above about 50%;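 further: 0% = receptor plus peptide control and 100% = peptide only without receptor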
Target sequence (P03372 whole entry, looked up, the tested form may be a part): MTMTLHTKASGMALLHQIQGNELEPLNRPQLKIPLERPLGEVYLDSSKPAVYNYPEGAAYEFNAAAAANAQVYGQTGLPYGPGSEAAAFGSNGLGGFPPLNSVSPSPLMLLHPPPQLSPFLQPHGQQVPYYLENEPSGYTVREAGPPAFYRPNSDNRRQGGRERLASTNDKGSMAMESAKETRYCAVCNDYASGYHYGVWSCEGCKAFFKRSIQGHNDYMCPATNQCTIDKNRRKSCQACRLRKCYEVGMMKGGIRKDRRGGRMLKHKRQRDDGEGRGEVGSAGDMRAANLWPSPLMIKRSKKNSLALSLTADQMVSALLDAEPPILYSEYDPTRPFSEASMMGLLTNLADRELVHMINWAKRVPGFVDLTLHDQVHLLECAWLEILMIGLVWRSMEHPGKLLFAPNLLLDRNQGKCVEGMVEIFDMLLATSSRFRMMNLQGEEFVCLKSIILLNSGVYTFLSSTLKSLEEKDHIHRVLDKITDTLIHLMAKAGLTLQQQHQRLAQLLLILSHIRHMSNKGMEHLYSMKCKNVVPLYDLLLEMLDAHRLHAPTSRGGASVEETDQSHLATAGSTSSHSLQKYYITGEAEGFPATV
MT1-MMP txn act: activates MT1-MMP transcription | HT1080 MT1-MMP promoter luciferase reporter, luminescence, overnight; hits give high values | 0.16% of 86,000 active | AID 750 | activation factor at 10 µM;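 active means activation factor of at least 2 for MT1-MMP transcription at 10 µM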
PLAP activator: human PLAP activation. 1.2% of 96,000 active. P05187. activation fold at 20 µM. purified PLAP enzyme, luminescent substrate read-out; hits give high values. AID 696; in the data active means activation fold above about 2
ERa coact pot: enhances coactivator binding to human estrogen receptor alpha. AID 639. coactivator binding (% of control), % at 25.6 µM. P03372. TR-FRET ERalpha-LBD/SRC-Cy5 coactivator binding, 2 h; 100 = basal binding, no effect. 1.3% of 86,000 active; in the data active means activity above about 200%;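 further: binding measured in presence of low estradiol as agonist stimulus; 0% = peptide alone without receptor and 100% = receptor with peptide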
ERb coact inh: blocks coactivator binding to human estrogen receptor beta; Q92731; TR-FRET ER-beta LBD / SRC1-Cy5 peptide binding; receptor agonist-loaded with 1 µM estradiol; inhibition, % at 25.6 µM; 1.3% of 86,000 active; AID 633;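 active means compounds whose percent inhibition of the receptor-coactivator binding signal exceeds about 50% in the single-dose screen, limit read from the data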;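 further: 0% = receptor plus peptide wells without compound and 100% = peptide-only wells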
Ecoli WT expand: blocks growth of wild type E. coli BW25113 | OD600 absorbance | growth inhibition, % at 100 µM | 0.15% of 98,000 active | AID 710;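 active means growth inhibition above about 50% at one test dose, limit read from the data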;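 further: growth measured after 20 h incubation at 37 °C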
FAK blocker: blocks human focal adhesion kinase activity | inhibition, %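 (tested at 7 µM)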 | Q05397 | 0.84% of 97,000 active | biochemical FAK kinase activity assay | AID 727; in the data active means inhibition above about 19%;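 further: 0% = DMSO and 100% = reference compound high control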
Mac1 fbg inh: blocks human CD11b/CD18 adhesion to fibrinogen; K562 CD11b/CD18 adhesion to fibrinogen, ATPlite luminescence; Mn2+ added to activate the integrin; 0.54% of 93,000 active; AID 1497; inhibition, % at 10 µM;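 active means primary inhibition of 50% or more at 10 µM, then 40% or more on retest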; further: some results filed as inactive read as strong as hits
* hit, by the source's call; / = not tested or not shown; [ ] = dose if it differs, or a comment. Rows were taken by chance. About 5.1% of those tested had a hit in this group.

No.	Molecule	Mac1 fbg enh	ERa SRC1 inh	MT1-MMP txn act	PLAP activator	ERa coact pot
1	COC(=O)C1=C(C)N(c2cccc3ccccc23)C(=O)C1	5	-4	1.3	1	100[fluorescence artefact?]
2	CC(=O)c1c(C(C)=O)c(C)n(NC(=O)c2ccncc2)c1C	/	-5	1.2	0.9	93
3	COC(=O)c1nnn(CC(=O)Nc2cc(Cl)ccc2C)c1C(=O)OC	2	3	/	1	102
4	Cc1ccc(CN(C(=O)CNC(=O)c2cccs2)C(C(=O)NCC2CCCO2)c2ccccc2)cc1 (stereo unspecified)	0	/	/	1.4	/
5	Cc1cccc(C)c1OCC(=O)NNC(=O)c1ccoc1C	-2	/	/	1.8	/
6	O=C(c1nc(-c2ccccc2)n(-c2ccccc2)n1)N1CCN(S(=O)(=O)c2ccccc2)CC1	2	2	1.1	1.5	84[fluorescence artefact?]
7	O=C(/C=C/c1ccccc1)N(c1ccccn1)C1CCCCC1	2	/	/	1	/
8	O=C(C1CCN(S(=O)(=O)c2ccc3ccccc3c2)CC1)N1CCN(c2ncccn2)CC1	-4	2	1.2	1.7	104

No.	ERb coact inh	Ecoli WT expand	FAK blocker	Mac1 fbg inh
1	-2	2	-1	-4
2	-1	6	-8	/
3	27	-4	0	-25
4	/	-8	-3	6
5	/	1	-2	-5
6	8	-9	/	13
7	/	-8	-5	-38
8	4	-6	2	-7

Additional results follow.
No.	Molecule	Mac1 fbg enh	ERa SRC1 inh	MT1-MMP txn act	PLAP activator	ERa coact pot
9	O=C(O)C1CCCN1C(=O)Oc1ccccc1 (stereo unspecified)	2	0[fluorescence artefact?]	1	1.1	118
10	c1ccc2c(c1)CCN2CCN1CCc2ccccc21	4	-4	1.2	1	140
11	CS(=O)(=O)N(CC(=O)NCc1ccncc1)c1ccc(Cl)c(Cl)c1	/	-12	1.2	0.9	94
12	COC(=O)c1sc(NC(=O)CC(C)C)c(C(=O)OC)c1C	1	-9	1.1	1.2	108
13	Cc1sc(NC(=O)CSc2nnnn2C2CCCC2)c(C#N)c1C	0	4[fluorescence artefact?]	1.2	1	134
14	O=C(CSc1nnnn1-c1ccc(O)cc1)Nc1cccc(S(=O)(=O)N2CCCC2)c1	-2	7	/	1.3	88
15	O=C(Nc1ncccc1Cl)C(Sc1ccccc1)c1ccccc1 (stereo unspecified)	-3	/	/	0.9	/
16	CC(C)[C@H](NC(=O)NCc1cccs1)C(=O)O	1	-6	1	1	119

No.	ERb coact inh	Ecoli WT expand	FAK blocker	Mac1 fbg inh
9	2[fluorescence artefact?]	-8	2	-19
10	-1	-15	/	-23
11	-10	5	1	/
12	-11	3	-1	0
13	2[fluorescence artefact?]	-6	-2	8
14	6	-4	4	30
15	/	-1	-1	6
16	-5	-9	0	-8

The listing continues:
No.	Molecule	Mac1 fbg enh	ERa SRC1 inh	MT1-MMP txn act	PLAP activator	ERa coact pot
17	CCOc1ccc(C(=O)N2CCN(Cc3ccccc3)CC2)cc1	-4	-4	1.2	1.2	119
18	Cc1nn(Cc2ccc(C(=O)Nc3nc4c(C)cccc4s3)o2)c(C)c1Br	/	50*	1.2	1.2	136
19	O=C(CSc1n[nH]c(-c2ccccc2)n1)Nc1ccc(Br)cn1	/	-12	1.3	/	87
20	CCOc1cc(Br)ccc1S(=O)(=O)NCc1ccccc1	-2	/	/	0.8	/
21	O=c1c2ccccc2nc2c3ccccc3c3nncn3n12	32	10[fluorescence artefact?]	1.2	0.9	153[fluorescence artefact?]
22	COc1ccccc1NC(=O)C(C)NS(=O)(=O)c1ccc(F)cc1 (stereo unspecified)	-1	-22	1.2	1	96
23	CCOC(=O)c1ccc(NC(=O)Nc2ccc3c(c2)OCCO3)cc1	/	7	1.2	/	91
24	Cc1c(C)c2cc3c4c(oc3c(C)c2oc1=O)CCCC4	-4	-2[fluorescence artefact?]	1.2	1	139

No.	ERb coact inh	Ecoli WT expand	FAK blocker	Mac1 fbg inh
17	-3	-3	0	6
18	27	-10	-1	/
19	-9	/	2	/
20	/	11	-1	9
21	16[fluorescence artefact?]	-9	0	-10
22	-6[fluorescence artefact?]	-4	-1	-6
23	2	3	1	/
24	-2[fluorescence artefact?]	-5	4	-4

Continued:
No.	Molecule	Mac1 fbg enh	ERa SRC1 inh	MT1-MMP txn act	PLAP activator	ERa coact pot
25	O=C(COc1ncnc2ccccc12)N1CCN(S(=O)(=O)c2ccc(Cl)cc2)CC1	-1	-2	1.1	1.3	101
26	O=C(CCc1ccc(Oc2cc([N+](=O)[O-])cc([N+](=O)[O-])c2)cc1)N1CCCCC1	3	/	/	1.4	/
27	COc1ccc(C)cc1N(CC(N)=O)S(=O)(=O)c1ccc(C)cc1	0	8	1.2	1.2	99[fluorescence artefact?]
28	CCC(C)(C)NC(=O)c1ccc2c(c1)N(CC(=O)OC)C(=O)C(C)(C)O2	7	1	1.3	1	84
29	CC(=O)Nc1ccc(N2C(=O)CCC2=O)cc1C	-3	5	1.1	0.9	88
30	Nc1nnc(SCc2cccnc2)s1	-2	-1	1	0.9	103
31	CCC(C)C(=O)N1CCc2cc(-c3csc(N)n3)ccc21 (stereo unspecified)	2	3	1	1.4	114
32	O=c1nc2sc3ccccc3n2c(=O)n1-c1cccc(Cl)c1	-1	-3	1.8	1.1	101

No.	ERb coact inh	Ecoli WT expand	FAK blocker	Mac1 fbg inh
25	-3	-6	/	8
26	/	15	-1	-3
27	-4	4	/	-8
28	1	-1	-2	-9
29	-3	0	0	8
30	-2	3	-1	/
31	3[fluorescence artefact?]	8	-1	6
32	-10	-1	0	22

(next part)
No.	Molecule	Mac1 fbg enh	ERa SRC1 inh	MT1-MMP txn act	PLAP activator	ERa coact pot
33	FC(F)(F)c1nc(-c2cccs2)ncc1-c1nnnn1-c1ccc(Cl)cc1	-3	/	/	0.9	/
34	CCOc1ccc(N(CC(=O)O)S(=O)(=O)c2ccc(OC)c(OC)c2)cc1	1	-5[fluorescence artefact?]	1.1	1.1	101
35	Cc1nn(CC(=O)Nc2nnc(CC(=O)N3CCCC3)s2)c(=O)c2ccccc12	-3	-4	0.9	1	115
36	O=S(=O)(c1ccc2c(c1)N(Cc1ccc(Cl)cc1)C1CCCN21)N1CCOCC1 (stereo unspecified)	-2	/	/	0.9	/
37	O=c1c2ccccc2nnn1CSc1nnc2ccccn12	-3	8	1.5	0.8	91
38	O=C(COc1ccc(S(=O)(=O)NCCc2ccccc2)cc1)N1CCCC1	1	14	1.1	1	106
39	COC(=O)c1cc2nc(-c3ccccc3)cc(C)n2n1	0	11	1	1	94[fluorescence artefact?]
40	C/C(N)=C(/C#N)C(=O)CN1CCCCC1	-5	-3[fluorescence artefact?]	1.1	0.9	132

No.	ERb coact inh	Ecoli WT expand	FAK blocker	Mac1 fbg inh
33	/	-1	5	65
34	-6	-4	-5	-15
35	-2	/	-11	2
36	/	-2	-3	-16
37	-2	5	-1	-8
38	24	8	0	5
39	22	24	-1	-5
40	5[fluorescence artefact?]	-15	-3	-6

The list continues.
No.	Molecule	Mac1 fbg enh	ERa SRC1 inh	MT1-MMP txn act	PLAP activator	ERa coact pot
41	Cc1c(C(=O)NCc2ccc3c(c2)OCO3)sc2nc(-c3ccccc3)cn12	3	/	0.9	1.1	/
42	O=C(Nc1ccccc1)C(Cc1ccccc1)NC(=O)C12CC3CC(CC(C3)C1)C2 (stereo unspecified)	1	/	/	1	/
43	COc1ccc(C(=O)N/C(N)=N/c2nc3ccccc3o2)cc1	4	49[fluorescence artefact?]	1.1	1	159
44	COC(=O)c1ccccc1NC(=O)Nc1nnc(N2CCCCC2C)s1 (stereo unspecified)	/	2	1	/	99
45	Cc1ccc(/C(O)=C2/C(=O)C(=O)N(CCN3CCOCC3)C2c2ccccn2)cc1 (stereo unspecified)	0	-5	1	1.4	106[fluorescence artefact?]
46	O=C(Cn1ncn2c(cc3ccccc32)c1=O)NCCC1=CCCCC1	20	5[fluorescence artefact?]	1	1	120
47	COc1ccc(C(=O)Nc2nc3cc(OC)c(OC)cc3c(=O)[nH]2)cc1	12	9[fluorescence artefact?]	1	1	434*
48	CC12CN(S(=O)(=O)c3ccccc3)CC(C)(CN(S(=O)(=O)c3ccccc3)C1)C2	3	3[fluorescence artefact?]	1.1	0.9	127

No.	ERb coact inh	Ecoli WT expand	FAK blocker	Mac1 fbg inh
41	/	0	-4	-10
42	/	20	-2	-1
43	39[fluorescence artefact?]	-15	17	8
44	10	/	/	/
45	-9	2	1	-17
46	-1[fluorescence artefact?]	-10	2	-37
47	22	3	1	-18
48	4[fluorescence artefact?]	-7	1	-39

(more compounds)
No.	Molecule	Mac1 fbg enh	ERa SRC1 inh	MT1-MMP txn act	PLAP activator	ERa coact pot
49	CCCOc1ccccc1NC(=O)/C=C/C(N)=O	-3	-3	/	1	117
50	CCOc1ccc(S(=O)(=O)N2Cc3ccccc3CC2C(=O)NCCCn2ccnc2)cc1 (stereo unspecified)	-2	-4	1	1.6	108
51	CC/C(=N\NS(C)(=O)=O)c1ccccc1	0	10	1.1	1	104
52	O=S(=O)(c1ccc(Cl)cc1)N1CCn2c1nc1ccccc12	-1	-8	1	1.1	83
53	Cc1ccccc1OC(=O)CCC(=O)OCCCC(F)(F)C(F)(F)F	3	-9	1.1	1.1	126
54	Cn1c(=O)oc2cc(S(=O)(=O)N3CCCC(C(=O)NC4CCCc5ccccc54)C3)ccc21 (stereo unspecified)	1	16	/	1.2	80
55	CCOC(=O)C1=C(C)NC(=O)NC1c1ccc(OCC(=O)Nc2ccccc2)c(OC)c1 (stereo unspecified)	-4	/	1.3	1.5	/
56	CCC/C(=N/NC(=O)c1csc(C)c1C)c1ccc(Cl)s1	0	/	/	0.8	/

No.	ERb coact inh	Ecoli WT expand	FAK blocker	Mac1 fbg inh
49	-2	3	0	-26
50	4	1	-1	8
51	-3[fluorescence artefact?]	1	0	9
52	-4	1	-7	10
53	-8	2	-2	-1
54	51*[fluorescence artefact?]	-2	4	12
55	/	-7	1	12
56	/	-7	1	-1

Grouped by structure, the compounds so far with a Cl atom
No.	Molecule	Mac1 fbg enh	ERa SRC1 inh	MT1-MMP txn act	PLAP activator	ERa coact pot
3	COC(=O)c1nnn(CC(=O)Nc2cc(Cl)ccc2C)c1C(=O)OC	2	3	/	1	102
11	CS(=O)(=O)N(CC(=O)NCc1ccncc1)c1ccc(Cl)c(Cl)c1	/	-12	1.2	0.9	94
15	O=C(Nc1ncccc1Cl)C(Sc1ccccc1)c1ccccc1 (stereo unspecified)	-3	/	/	0.9	/
25	O=C(COc1ncnc2ccccc12)N1CCN(S(=O)(=O)c2ccc(Cl)cc2)CC1	-1	-2	1.1	1.3	101
32	O=c1nc2sc3ccccc3n2c(=O)n1-c1cccc(Cl)c1	-1	-3	1.8	1.1	101
33	FC(F)(F)c1nc(-c2cccs2)ncc1-c1nnnn1-c1ccc(Cl)cc1	-3	/	/	0.9	/
36	O=S(=O)(c1ccc2c(c1)N(Cc1ccc(Cl)cc1)C1CCCN21)N1CCOCC1 (stereo unspecified)	-2	/	/	0.9	/
52	O=S(=O)(c1ccc(Cl)cc1)N1CCn2c1nc1ccccc12	-1	-8	1	1.1	83
56	CCC/C(=N/NC(=O)c1csc(C)c1C)c1ccc(Cl)s1	0	/	/	0.8	/

No.	ERb coact inh	Ecoli WT expand	FAK blocker	Mac1 fbg inh
3	27	-4	0	-25
11	-10	5	1	/
15	/	-1	-1	6
25	-3	-6	/	8
32	-10	-1	0	22
33	/	-1	5	65
36	/	-2	-3	-16
52	-4	1	-7	10
56	/	-7	1	-1
